High-throughput results deposited in PubChem by National Center for Advancing Translational Sciences (NCATS).
Tb PFK inh: inhibitors of T. brucei phosphofructokinase. O15648. T. brucei PFK, ADP-Glo luminescence. Potency, µM (series often up to 57.5 µM), for inactives: top-dose activity, negative = inhibition, hits mostly inhibitors. hit rate 0.17% among 330,000. AID 485367;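 note: potency is the fitted concentration of half-maximal effect; 0% = uninhibited 1x PFK enzyme wells and -100% = no-enzyme wells; nearly all actives have a fitted effect of over 60% in size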
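Activity is normalized to no-enzyme wells (full inhibition) and 1.25 nM enzyme wells (no inhibition). Reaction: 0.5 mM F6P, 0.1 mM ATP, 45 min RT, ADP-Glo luminescence; concentration-response curves fitted and classed by quality.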
Eya2 inh: Eya2 (human) phosphatase inhibition; O00167; recombinant Eya2, OMFP fluorescence dephosphorylation (OMFP is methylfluorescein phosphate); Potency, µM (titrated, usually from 76.9 µM), for the others: top-dose activity, negative = inhibition, actives largely listed as inhibitors; hit rate 0.006% among 330,000; AID 488837; note: potency is the fitted concentration of half-maximal effect; % is set by controls: 0 for no effect and ±100 for the full control effect
Target sequence (O00167 whole entry, looked up): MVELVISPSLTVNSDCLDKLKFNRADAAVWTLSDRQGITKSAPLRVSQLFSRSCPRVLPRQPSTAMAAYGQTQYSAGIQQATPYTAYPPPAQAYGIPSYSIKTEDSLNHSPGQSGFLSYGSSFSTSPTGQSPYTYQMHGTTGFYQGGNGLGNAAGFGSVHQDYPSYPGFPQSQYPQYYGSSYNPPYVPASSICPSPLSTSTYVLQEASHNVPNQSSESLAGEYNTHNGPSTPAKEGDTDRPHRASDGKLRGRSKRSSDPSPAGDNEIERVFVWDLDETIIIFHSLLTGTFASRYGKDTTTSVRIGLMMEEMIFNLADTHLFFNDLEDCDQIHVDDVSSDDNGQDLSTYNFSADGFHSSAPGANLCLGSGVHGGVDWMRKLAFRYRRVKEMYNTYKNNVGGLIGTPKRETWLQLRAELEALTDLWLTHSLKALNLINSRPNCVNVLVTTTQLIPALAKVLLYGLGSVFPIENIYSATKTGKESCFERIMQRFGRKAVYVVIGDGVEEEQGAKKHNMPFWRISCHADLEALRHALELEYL
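Eya2 protein (added as 0.2 uM solution) was preincubated with compound for 10 min at ambient temperature in 50 mM HEPES pH 7.5, 50 mM NaCl, 5 uM MgCl2, 0.05% BSA, 1 mM DTT. OMFP (added at 50 uM) then reacted 10 min; fluorescence read at 485/525 nm.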
TCR act: activates T cell receptor signaling; primary human leukocytes, anti-CD3, IL-2 HTRF, 48 h; Potency, µM (titrated, usually from 9.22 µM), inactives show top-dose activation of IL-2 secretion, hits mostly activators; 330,000 tested, under 10 active; note: % of control where 0% means no effect
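1) Mix primary human leukocytes, a-CD3 beads and compound. 2) Incubate 48 hr. 3) Add HTRF IL-2 reagents (a-IL-2-K, a-IL-2-d2).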
Mito fusion yeast: blocks mitochondrial division or promotes mitochondrial fusion; S. cerevisiae fusion-defective mutant growth rescue, CellTiterGlo 48 h; Potency, µM (series often up to 46.1 µM), inactives show top-dose growth rescue (activation), actives largely listed as activators; hit rate 0.23% among 320,000; AID 485298;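 note: potency is the fitted concentration of half-maximal effect; % of control where 0% means no effect; nearly all actives have a fitted effect of over 45% in size; temperature-sensitive fusion mutants such as fzo1-1 at 37 °C on non-fermentable ethanol glycerol medium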
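Read-out: ATP-based luminescence (CellTiterGlo, 10 min ambient) reporting growth of fusion-defective ts yeast after 48 hours at 37C on glycerol/ethanol YPEG medium in the presence of compound.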
uPA surface inh: inhibitors of cell surface uPA generation | cell surface uPA generation assay, qHTS | Potency, µM (doses to about 38.3 µM), for inactives: top-dose activity change, negative = inhibition, actives largely listed as inhibitors | hit rate 0.31% among 330,000; active = well fitted inhibition curve with a large enough effect; inconclusive = small, poorly fitted or top-dose-only effect; inactive = no such curve, though single readings can be large or run the other way; tested in mouse RAW 264.7 cells; note: potency is the fitted concentration of half-maximal effect; % is set by controls: 0 for no effect and ±100 for the full control effect; nearly all actives have a fitted effect of over 55% in size
Chronic BCR inh: inhibitors of chronic active B-cell receptor signaling. Potency, µM (top dose mostly 46.1 µM), for inactives: at the highest dose ratio change, negative = lower green/red ratio, most hits filed as inhibitors. AID 493014. ABC-DLBCL IkBa-CBG/CBR reporter, luminescence ratio, 4 h. hit rate 0.05% among 340,000; active = well fitted inhibition curve with a large enough effect in the signal ratio, with a control signal flat, not every such curve was filed as active; inconclusive = small, poorly fitted or top-dose-only effect, or effect the other way, or a change in a side signal; the % refers to the signal ratio;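 note: potency is the fitted concentration of half-maximal effect; plate controls were basal doxycycline-induced cells for no effect and cells given 10 µM MG132 for full effect; MG132 reads +100%, hits lower the ratio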
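Concentration-response series (up to 46 uM) were applied to TMD8 dual-reporter cells for 4 h at 37C with doxycycline. Green/red ratio, after filter-overlap correction, defined %Activity; red signal alone was normalised to basal cells and zero luminescence.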
TSG101-PTAP inh: blocks PTAP/TSG101 interaction to inhibit HIV-1 budding; Q99816; 340,000 tested, under 10 active; Fluorescence polarization, FITC-PTAP peptide / Tsg101 binding; Potency, µM (series often up to 115 µM), inactives show top-dose activity change, negative = inhibition, actives largely listed as inhibitors; active = well fitted inhibition curve with a large enough effect in the main read-out, with a control signal flat, not every such curve was filed as active; inconclusive = small, poorly fitted or top-dose-only effect, or effect the other way, or a change in a side signal; inactive = no such curve, though single readings can be large or run the other way; note: potency is the fitted concentration of half-maximal effect; % of control where 0% means no effect
Target sequence (Q99816 whole entry, looked up): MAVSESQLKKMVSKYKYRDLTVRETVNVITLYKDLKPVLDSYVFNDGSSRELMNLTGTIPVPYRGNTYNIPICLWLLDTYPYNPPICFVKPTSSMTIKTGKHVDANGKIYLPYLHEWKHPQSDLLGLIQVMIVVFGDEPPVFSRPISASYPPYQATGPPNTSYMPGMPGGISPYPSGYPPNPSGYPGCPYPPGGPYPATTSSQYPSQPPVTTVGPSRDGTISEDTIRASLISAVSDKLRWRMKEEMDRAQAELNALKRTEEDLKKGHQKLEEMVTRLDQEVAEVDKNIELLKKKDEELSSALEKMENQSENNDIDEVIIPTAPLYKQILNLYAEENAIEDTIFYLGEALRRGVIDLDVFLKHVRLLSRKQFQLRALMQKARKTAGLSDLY
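FP read-out: FITC-PTAP peptide, 50 nM final, binding Tsg101 binding domain, 10 uM final; 20 min, r.t.; 10 mM HEPES pH 7.5, 0.15 M NaCl, 0.01% Tween 20, 3 mM EDTA, 0.1 mM TCEP.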
ELG1 DNA repair: blocks ELG1-dependent DNA repair in HEK293T cells | HEK293T ELG1-luciferase reporter, luminescence, 16 h; DNA damage induced by 5-fluorouridine | Potency, µM (titrated, usually from 46.1 µM), for the others: at the highest dose activity change, negative = inhibition, usual class: inhibitors | hit rate 2.3% among 330,000 | AID 504467; note: potency is the fitted concentration of half-maximal effect; % is set by controls: 0 for no effect and ±100 for the full control effect; nearly all actives have a fitted effect of over 55% in size
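Step one: seed 2,000 cells per well. Step two: pin-transfer compound or DMSO alongside 5-fluorouridine. Step three: incubate 16 hr, 37 °C, 5% CO2. Step four: add ONE-Glo, wait 30 min, read luminescence.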
B2AR arrestin: agonists driving beta-arrestin recruitment to human beta2-adrenergic receptor. P07550. beta-arrestin recruitment to beta2AR, cell-based reporter. Potency, µM (series often up to 46.1 µM), for inactives: top-dose activation, usual class: activators. hit rate 0.02% among 330,000;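 note: potency is the fitted concentration of half-maximal effect; 0% = DMSO controls and full agonism = EC100 isoproterenol or metaproterenol; nearly all actives have a fitted effect of over 65% in size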
USP2a block: blocks human ubiquitin-specific protease USP2a. Potency, µM (series often up to 38.3 µM), for inactives: at the top dose activity change, negative = inhibition, usual class: inhibitors. O75604. USP2 core, Ub-CHOP2 coupled fluorogenic reporter, 485/531. hit rate 0.01% among 330,000;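 note: potency is the fitted concentration of half-maximal effect; plate controls were DMSO wells for no effect and full inhibition by NEM control for full effect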
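Cell-free coupled assay: 10nM USP2 core preincubated 30min RT with compound in Tris-HCl pH 8.0/CaCl2/CHAPS buffer, then 25nM Ub-CHOP2 and 25nM reporter substrate; fluorescence (Ex 485/Em 531) read after 60min RT, normalized to NEM inhibition, concentration-response curves fitted.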
TSHR antag: blocks TSH signaling through the human TSH receptor | AID 504810 | TSHR-expressing cells, TSH-stimulated cAMP HTRF, 2 h; hits give low values | activity change, negative = inhibition, % at 11.5 µM | hit rate 0.2% among 330,000;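 active = activity change below a set negative limit, meaning inhibition stronger than a set level, cut at about -70% in these data; inconclusive = activity change between two set negative limits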; note: % is set by controls: 0 for no effect and ±100 for the full control effect
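Antagonism was scored as loss of TSH-driven cAMP in TSHR cells, stimulated with 4nM TSH (EC80) for 2 hours at 37 deg C and detected by homogeneous HTRF competition immunoassay.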
Numbers without * were called inactive; ? = inconclusive; / = no result given; & = joins results of further samples; [ ] = another dose, or the depositor's remark. Unless noted, calls come from the whole dose curve; as a rule, active = well fitted curve in the direction sought with a large enough effect; inconclusive = small, poorly fitted or top-dose-only effect, or another doubt; inactive = no such curve, though single readings can be large; an effect the other way counts as inactive or inconclusive. Not a hit list; about 3% have a hit in one of these screens.

Molecule,Tb PFK inh,Eya2 inh,TCR act,Mito fusion yeast,uPA surface inh,Chronic BCR inh,TSG101-PTAP inh,ELG1 DNA repair,B2AR arrestin,USP2a block,TSHR antag
NC(=O)c1ccccc1NC(=O)CSc1cn[nH]n1,6%,8%,2%,11%,-2%,-3%,-1%,16%,-0.6%,-1%,24
O=C(COC(=O)c1cc(S(=O)(=O)N2CCCC2)ccc1O)NCCc1ccccc1,1%,10%,-96%,4%,8%,5%,2%,0%,0.4%,1%,9
COc1ccc(S(=O)(=O)N(CC(=O)NC2CC2)Cc2ccccc2)cc1,-3%,-1%,5%,7%,-3%,1%,-1%,5%,-1.0%,1%,-9
CCOC(=O)CC(=O)NC(CC(=O)OC)c1ccc(Br)cc1 (configuration not stated),-2%,11%,-5%,-3%,1%,3%,1%,4%,0.1%,0%,7
O=C(CCc1ccccc1)Nc1ccc(NS(=O)(=O)c2ccccc2)cc1,0%,10%,11%,-7%,-6%,?,-8%,-7%,0.2%,0%,-13
CCN(C(=O)Cn1c(=O)n(-c2cc(OC)c(OC)c(OC)c2)c(=O)c2ccccc21)c1cccc(C)c1,-5%,3%,-56%,15%,3%,3%,-3%,-8%,-0.1%,-1%,14
Cc1cc(=O)[nH]c(N2CCc3ccccc3C2)n1,-1%,6%,-2%,1%,/,4%,-2%,-3%,0.0%,1%,1
Cn1cccc1C(=O)OCc1ccc(F)cc1,-1%,-4%,2%,-2%,3%,2%,-3%,11%,-0.4%,3%,-1
Nc1ncnc2nc(SCC(=O)N3CCN(c4ccccc4)CC3)[nH]c12,-7%,6%,-2%,2%,/,1%,-3%,-8%,0.4%,1%,7
N=C1C(c2ccccc2)=C(O)CN1c1cccc(S(=O)(=O)Nc2cccc(C(F)(F)F)c2)c1,-2%,1%,2%[46.1 µM],-4%,-2%,5%,-5%,2%,3.0%,2%,-12
CC(=O)c1ccc(N2CCN(CC(O)COCc3ccco3)CC2)cc1 (configuration not stated),-2%,-11%,-10%,-13%,-2%,3%,-1%,-10%,0.2%,4%,7
CCc1nnc(NC(=O)CSc2nnc(Cc3ccccc3)n2Cc2ccccc2)s1,-1%,4%,-4%,0%,-4%,6%,-9%,2%,-0.3%,0%,-1
COc1ccc(OC)c(NC(=O)c2cccc(C)c2[N+](=O)[O-])c1,-2%,-7%,2%,-2%,-12%,-5%,2%,-10%,0.1%,1%,3
O=C(c1cccc(S(=O)(=O)N2CCCCC2)c1)N(CCc1ccccc1)Cc1ccccc1,-6%,0%,-64%,?,-4%,15%,-2%,?,-0.1%,1%,6
CCN(CC(=O)Nc1ccccc1C(F)(F)F)C(=O)c1oc2c(Cl)cccc2c1C,2%,9%,0%,29%,2%,0%,-5%,-16%,-0.2%,2%,1
COc1cc(CNCCNC(=O)c2nonc2N)ccc1OCc1ccc(Cl)cc1,-3%,1%,1%,-2%,-10%,?,0%,-12%,-0.1%,-1%,14
Cc1nc2nc(SCC(=O)NCCCN3CCCC(C)C3)nn2c(C)c1Cc1ccccc1Cl (configuration not stated),-3%,-2%,-10%,17%,-3%,1%,-2%,24%,0.0%,2%,-2
CN(C(=O)Cn1nc(C(=O)O)c2ccccc2c1=O)c1ccccc1,1%,-10%,2%,-10%,-1%,1%,0%,0%,-0.1%,-1%,-21
O=C(CSc1nc2scc(-c3ccco3)c2c(=O)n1-c1ccccc1)NCC1CCCO1 (configuration not stated),-28%,-11%,1%,0%,-1%,6%,-5%,?,0.5%,-4%,0
COc1cccc(C(=O)Nc2ccccc2)c1,-7%,11%,/,-3%,-1%,?,-3%,?,-0.6%,4%,-6
O=C1CC(=C(c2ccccc2)c2ccccc2)C(=O)N1CCCCN1CCN(c2ccccc2)CC1,0%,-4%,1%,13%,-12%,?,-2%,?,0.4%,-7%,18
CCOC(=O)c1c(N)sc(C(=O)N(C)C)c1C,-4%,5%,5%,2%,8%,2%,-2%,8%,0.2%,0%,-4
O=C1C=C(c2ccc(F)cc2OCc2ccccc2)C[C@@H](c2ccc(F)cc2)C1,-3%,-11%,-3%,19%,-7%,0%,1%,?,-0.4%,0%,38
O=C(Nc1ccc(S(=O)(=O)N2CCCCCC2)cc1)c1c(F)cccc1F,-5%,-5%,-2%,5%,0%,?,-1%,?,0.1%,-6%,5
O=C(NC(=S)NCCc1ccccn1)c1ccccc1,-1%,-22%,-4%,3%,0%,?,-4%,?,-0.5%,7%,-1
N#CC1(c2ccccc2)CCC(=NO)CC1 (configuration not stated),5%,20%,-7%,2%,-3%,-10%,0%,-1%,-0.8%,0%,1
O=[N+]([O-])c1cc(Br)cc(C=Nc2ccc3c(c2)OCO3)c1O,0%,22%,-11%,8%,-3%,9%,1%,-12%,?,-3%,-8
O=C(CNC(=O)c1ccc(F)cc1)NCc1ccccn1,-2%,-20%,4%,-4%,21%,0%,-4%,?,0.3%,2%,-20
O=C(CN(CC1CCCO1)C(=O)CCC(=O)Nc1nccs1)NCc1ccc2c(c1)OCO2 (configuration not stated),-8%,12%,3%,0%,-1%,8%,1%,0%,0.4%,2%,-7
CN(c1ccc(C(=O)Nc2ccc3c(c2)OCO3)cc1)S(C)(=O)=O,-5%,-7%,7%,-8%,?,1%,1%,?,-0.1%,0%,1
COC(=O)C1=C(C)N(Cc2ccccc2)C(=NCCc2c[nH]c3ccccc23)N[C@H]1c1ccccc1,-1%&-4%,-13%&-2%,-7%,-1%,?,?,0%,16%,-3.3%&-0.6%,?,-1&7
S=c1[nH]nc(-c2ccc(Cl)cc2)n1/N=C/C=C/c1ccco1,-23%,-4%,4%,2%,1%,13%,2%,-3%,-0.8%,-2%,-5
N#Cc1ccc(OCC(=O)Nc2ccncc2)cc1,?,-12%,-2%,10%,3%,3%,0%,5%,0.5%,1%,4
Cc1ccc(C2(C)NC(=O)N(CC(=O)c3ccc(Cl)s3)C2=O)cc1 (configuration not stated),-5%,-6%,-5%[46.1 µM],8%,8%,-1%,2%,1%,-1.7%,?,0
COc1ccc(C2=NN(C(=O)c3cccnc3)C(c3ccccc3)C2)cc1 (configuration not stated),-3%,3%,2%[46.1 µM],19%,1%,?,0%,-26%,3.7%,2%,8
COc1ccc(NS(=O)(=O)c2cc(C(=O)N3CCN(C/C=C/c4ccccc4)CC3)ccc2C)cc1,-4%,12%,-2%,5%,-8%,-1%,1%,?,-0.3%,2%,-5
CN(Cc1cnccn1)Cc1nc(Cc2ccccc2F)no1,-10%,-1%,2%,0%,0%,-1%,-2%,4%,-0.6%,1%,-15
c1ccc(CCn2nnnc2C(c2cccs2)N2CCOCC2)cc1 (configuration not stated),14%,-10%,-7%,1%,3%,5%,-1%,1%,-0.1%,0%,6
COc1ccc([C@H]2CC(=O)C=C(c3cc(C=O)ccc3OC)C2)cc1,-1%,-8%,-8%,9%,6.3µM*,-13%,-2%,-25%,5.9%,0%,24

Compound profiles, from the list above. Values in the order: Tb PFK inh	Eya2 inh	TCR act	Mito fusion yeast	uPA surface inh	Chronic BCR inh	TSG101-PTAP inh	ELG1 DNA repair	B2AR arrestin	USP2a block	TSHR antag
Entry for COc1ccc([C@H]2CC(=O)C=C(c3cc(C=O)ccc3OC)C2)cc1 : -1%	-8%	-8%	9%	6.3µM*	-13%	-2%	-25%	5.9%	0%	24
Entry for N=C1C(c2ccccc2)=C(O)CN1c1cccc(S(=O)(=O)Nc2cccc(C(F)(F)F)c2)c1 : -2%	1%	2%[46.1 µM]	-4%	-2%	5%	-5%	2%	3.0%	2%	-12
Entry for COc1ccc(NS(=O)(=O)c2cc(C(=O)N3CCN(C/C=C/c4ccccc4)CC3)ccc2C)cc1 : -4%	12%	-2%	5%	-8%	-1%	1%	?	-0.3%	2%	-5
